K1F lysis inhibition: protection from phage-mediated lysis, alamar blue read-out – E. coli UTI89, K1F phage, bacterial capsule biogenesis inhibitors (AID 488966); actives 0.02% (n = 340,000); inhibition, % at 100 µM; hits with a dose series show IC50 in µM; E. coli UTI89 K1F phage lysis, alamar blue, 2 h; higher % means a stronger effect;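 active = phage lysis inhibition, versus mean bacterial control, above a set limit; inconclusive = no clear call, values can overlap the other calls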;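 also: capsule biogenesis inhibitors block K1F phage lysis so surviving cells raise fluorescence; higher fluorescence means more inhibition of phage lysis; actives were called in the ten point dose series up to 300 µM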
HIV fusion peptide: cell-free HIV fusion peptide-binding blockers – biochemical, uHTS, fluorescence dequenching, primary screen (AID 1986); one-dose inhibition, % at 20 µM; IC50 in µM for titrated hits; actives 0.3% (n = 290,000); cell-free peptide binding, fluorescence dequenching, 30 min; higher % means a stronger effect; in the data active = inhibition mostly above about 52%, no sharp cut-off; inactive = mostly below about 76%; also: some results filed as inactive read as strong as hits
Rac1 GTP hydrolysis: MgcRacGAP GTPase-activating activity inhibitors, confirmation, biochemical, ADP Hunter fluorescence; MgcRacGAP-stimulated Rac1 GTP hydrolysis, ADP Hunter fluorescence; higher % means a stronger effect; GST-tagged Rac1 F28L mutant substrate; one-dose inhibition, % at 30 µM; IC50 in µM for titrated hits; actives 0.6% (n = 340,000); AID 624330;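 active = first-screen hits whose inhibition reached a set limit at any dose in the follow-up dose series; inconclusive = inhibition above the set first-screen limit but never retested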;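 also: fluorescence reports GDP produced by GAP-driven GTP hydrolysis; strong numbers were not always called active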
GPR35 antagonists: GPR35 antagonists blocking zaprinast-driven arrestin recruitment, primary screen, imaging, U2OS, beta-arrestin-GFP, zaprinast agonist (AID 2058). U2OS GPR35 beta-arrestin-GFP translocation imaging, zaprinast antagonism; higher % means a stronger effect. actives 0.052% (n = 290,000). inhibition, % at 10 µM, or IC50 in µM where a hit was titrated;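 active = inhibition of at least 50% with at least 30 cells and total cytoplasm GFP at most 10,000,000; inconclusive = under 30 cells or total GFP of 10,000,000 plus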
NS5 inhibitors: Dengue-2 NS5 methyltransferase inhibitors, primary screen, biochemical, confirmation dose response (AID 588689); Dengue-2 NS5 methyltransferase capping enzyme assay, biochemical; higher % means a stronger effect; inhibition, % at 25 µM; hits with a dose series show IC50 in µM; actives 0.3% (n = 340,000); in the data active = a potency from the dose series; inconclusive = inhibition above about 29% without an active follow-up result
Salmonella PhoP GFP: inhibitors of PhoP regulon expression, primary screen, Salmonella Typhimurium, GFP reporter (AID 1863); S. Typhimurium PhoP-regulated promoter GFP reporter, 4 h; higher % means a stronger effect; inhibition, % at 50 µM; hits with a dose series show IC50 in µM; actives 0.16% (n = 300,000);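 active = inhibition over 29.93%, a cutoff 3 SD above the screen mean, later confirmed by dose response; inconclusive = inhibition over 29.93% but no dose response follow-up; inactive = inhibition at most 29.93% or unconfirmed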;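 also: 0% = low Mg2+ inducing control and 100% = high Mg2+ repressing control; strong numbers were not always called active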
RSV antiviral HEp-2: inhibition of RSV-induced cytopathic effect – HEp-2 cells, primary 10 µM value included (AID 2391). actives 0.13% (n = 310,000). HEp-2 cells, RSV-induced CPE inhibition; higher % means a stronger effect. CPE inhibition, % at 10 µM, or IC50 in µM where a hit was titrated; in the data active = a potency from the dose series; inconclusive = CPE inhibition mostly from about 23% at the one dose, without a potency; inactive = the rest, 99 in 100 with CPE inhibition below about 21%; also: strong numbers were not always called active
Large T inhibition: SV40 large T antigen inhibitors, biochemical (AID 1903); SV40 large T antigen ATPase/helicase inhibition assay; higher % means a stronger effect; one-dose inhibition, % at 20 µM; IC50 in µM for titrated hits; actives 0.39% (n = 310,000); in the data active = a potency from the dose series; inconclusive = inhibition mostly from about 32% at the one dose, without a potency; inactive = the rest, 99 in 100 with inhibition below about 32%; also: strong numbers were not always called active
GPR55 antagonists: inhibition of LPI-stimulated GPR55 beta-arrestin translocation – imaging, U2OS, beta-arrestin-GFP, LPI agonist, primary screen (AID 2013) | inhibition, % at 10 µM; hits with a dose series show IC50 in µM | U2OS GPR55 beta-arrestin-GFP translocation imaging, LPI antagonism; higher % means a stronger effect | actives 0.13% (n = 290,000);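 active = spots per cell inhibited over 60%, with over 100 cells counted and total cytoplasm intensity under 500,000; inconclusive = wells with under 100 cells, flagged as likely toxic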;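 also: U2OS cells stably carrying GPR55 and arrestin-GFP stimulated by 5 µM LPI near EC80; imaged beta-arrestin-GFP aggregate spots per cell after agonist stimulation; plate controls were LPI-stimulated DMSO wells for no effect and DMSO wells without LPI for full effect; some results filed as inactive read as strong as hits; confirmed hits need IC50 under 10 µM and bright autofluorescent wells are also inconclusive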
NS5 inhibitors pilot replicate: second read-out of NS5 inhibitors, no call of its own (marks repeat the call); inhibition, %; measured here: pilot screen replicate inhibition
The depositor's hits bear a star; i = inactive; ? = inconclusive; / = no result given; [ ] = another dose, or the depositor's remark.

SMILES	K1F lysis inhibition	HIV fusion peptide	Rac1 GTP hydrolysis	GPR35 antagonists	NS5 inhibitors	Salmonella PhoP GFP	RSV antiviral HEp-2	Large T inhibition	GPR55 antagonists	others
CCOC(=O)c1ccc(NC(=O)c2ccccc2N(C)S(=O)(=O)c2ccccc2)cc1	0.2%[50 µM]	0.9%	5%	3%	1%	1%	?	10%	-1%
Cc1cc(C)cc(NC(=O)COc2ccc(C(=S)N3CCOCC3)cc2)c1	0.0%	0.0%	0%	-3%	3%	-8%	7.1%	10%	8%
COC(=O)Cc1c(C)[nH]n(-c2cc(Cl)cc(Cl)c2)c1=O	0.5%	-1.5%	6%	24%	-7%	0%	-1.8%	26%	3%
COc1ccc(S(=O)(=O)N2CCN(C(=O)[C@@H]3CCC(=O)N3C3OC(=O)c4ccccc43)CC2)cc1 (some centres not stated)	0.2%	0.7%	12%	8%	-2%	15%	1.0%	14%	10%
CCOC(=O)N1CCC(N2CCCC(C(=O)c3cc(C)c(OC)c(C)c3)C2)CC1 (configuration not stated)	0.2%	-1.7%	8%	4%	-5%	-2%	-0.2%	17%	12%
CCCC(O)(CCN1CCOCC1)c1ccc(Br)cc1 (configuration not stated)	0.3%	-0.2%	16%	21%	-1%	14%	-1.1%	8%	6%	NS5 inhibitors pilot replicate=0.3
CCSc1nnc(NC(=O)Cn2cnc3ccccc3c2=O)s1	0.1%	-0.2%	11%	9%	-2%	-13%	-1.0%	14%	9%
CCOC(=O)n1c(=O)n(Cc2ccc(Cl)cc2Cl)c2ccccc21	0.0%	-0.9%	6%	-4%	-5%	8%	13%	-1%	-9%
Cc1cccc(-n2c(N)cc(=O)[nH]c2=S)c1	-0.2%	0.8%	3%	4%	-3%	20%	1.9%	20%	7%
COC(=O)Cn1c(=NC(=O)c2sc3ccccc3c2Cl)sc2cc(S(N)(=O)=O)ccc21	6.3%[50 µM]	5.3%	3%	-1%	-10%	7%	2.3%	15%	13%
COC(=O)C1=C(CN2CCN(C)CC2)NC(=O)NC1c1cc(C)ccc1C (configuration not stated)	-0.3%	-0.5%	1%	-4%	-7%	-5%	0.7%	6%	7%
CCOc1cc(-c2nnn(CC(=O)N3CCCCC3)n2)ccc1OC	-0.4%	-1.0%	14%	-5%	3%	2%	0.7%	9%	-3%
COc1ccc(CNC(=S)Nc2ccc(OC)cc2)cc1	1.1%[50 µM]	1.3%	2%	4%	-4%	-12%	0.4%	26%	9%
COc1cc2c(cc1OC)CN(C(=O)c1ccc(S(=O)(=O)N3CCCCCC3)cc1)CC2	3.7%	-1.7%	6%	-11%	-3%	6%	2.8%	-3%	9%
CCCCCn1c(C(Cc2ccccc2)NC(=O)COC)nc2ccccc21 (configuration not stated)	-0.6%	0.9%	6%	4%	-5%	13%	0.5%	12%	26%
NC(=O)c1nsc(C(=O)N(CC(=O)NCc2ccco2)c2ccccc2F)c1N	1.4%	0.3%	3%	10%	-4%	11%	1.0%	-6%	10%
CCCCN(CC)S(=O)(=O)c1ccc(C(=O)Nc2nnc(-c3ccccc3Cl)o2)cc1	1.7%	26%	4%	-8%	3%	-9%	2.1%	10%	7%
O=C(NCCc1cccs1)c1ccc(Cl)cc1	0.9%	0.0%	5%	4%	5%	3%	/	3%	6%
CCOC(=O)C1=C(C)NC(C)=C(C(=O)OCC)C1c1cccs1	-0.7%[50 µM]	-2.7%	1%	2%	-4%	9%	1.4%	0%	2%
O=C(NCc1n[nH]c(=S)n1-c1ccc(Br)cc1)c1ccc(S(=O)(=O)N2CCCCC2)cc1	0.3%	-1.5%	8%	-4%	-2%	-1%	0.8%	6%	2%
Cc1c(C(=O)Nc2ccccc2)sc2nc[nH]c(=O)c12	i	5.4%	6%	-5%	-7%	-10%	1.5%	15%	-4%
Cc1cc2c(cc1S(=O)(=O)C(C)CC(=O)NCc1ccco1)OCC(=O)N2 (configuration not stated)	0.9%	1.1%	8%	8%	-11%	-8%	0.2%	7%	-2%
Cc1noc(C)c1COC(=O)CCCc1c[nH]c2ccccc12	-1.7%	9.3%	13%	6%	-12%	-8%	1.6%	11%	2%
CCOc1cccc(N(C(=O)c2ccco2)C(C(=O)NC2CCCC2)c2cccnc2)c1 (configuration not stated)	0.6%	1.3%	4%	-17%	-3%	-11%	3.3%	9%	2%
O=c1[nH]c(/C=C/c2ccccc2OC(F)F)nc2c1cnn2-c1ccccc1	0.9%	3.9%	3%	-6%	0%	-4%	3.2%	9%	3%
Cc1ccc(Sc2c(C=O)c3ccccc3n2C)cc1	0.4%	-1.4%	11%	12%	-1%	-1%	-1.2%	13%	-8%
COc1cc(OC)c(CN2CCc3c([nH]c4ccccc34)C2)cc1Br	-1.4%	-1.5%	11%	13%	-54%	13%	1.4%	0%	18%
O=C(CSc1nnnn1C1CCCCC1)NCc1cccs1	0.1%	0.2%	2%	3%	-14%	5%	0.5%	5%	8%
Oc1ccc2c(c1)C1CCCC1(N1CCOCC1)O2 (configuration not stated)	2.2%	12%	12%	12%	-6%	-8%	1.6%	45%	-4%
Cc1occc1-c1nnc(SCC(=O)N2CCOCC2)n1CCc1ccccc1	1.9%	1.2%	6%	-7%	-5%	1%	2.1%	0%	12%
O=C(CNC(=O)c1cccc(F)c1)N/N=C/C=C/c1ccccc1	-2.0%	0.5%	-16%	8%	-5%	1%	0.1%	2%	8%
COc1cc2c(cc1OC)N1C(=O)CC(OCC(=O)O)C3C4CC5(CCN5C(=O)C4=O)C2C31 (configuration not stated)	/	-0.6%	/	4%	/	5%	-0.6%	-4%	4%
O=C(OCC(=O)N1CCN(c2ccccc2)CC1)c1ccccc1[N+](=O)[O-]	0.4%[50 µM]	/	8%	/	-5%	-2%	0.8%	8%	/
Cc1cccc(Oc2ccccc2N)c1	0.3%	-2.1%	8%	6%	1%	12%	-1.3%	-2%	22%
O=C1CCCN1c1ccc(S(=O)(=O)NCc2ccc(F)cc2)cc1	-0.1%	-0.2%	-3%	-8%	-17%	-4%	9.0%	5%	-3%
N=c1oc2ccc(Cl)cc2cc1C(=O)Nc1ccc(F)cc1	0.1%	2.4%	6%	0%	9%	-4%	4.6%	-1%	-9%
CN(CCNC(=O)C1(O)c2ccccc2NC(=O)N1c1ccccc1)Cc1ccccc1 (configuration not stated)	-0.4%	-2.9%	0%	3%	-3%	-4%	2.1%	6%	0%
O=c1c2ccccc2oc2nc(C3CCCCC3)n(Cc3ccco3)c(=O)c12	0.2%	-0.4%	10%	-4%	4%	-10%	0.5%	6%	6%
CCn1c(C2CC(=O)N(Cc3ccccc3)C2)nc2ccccc21 (configuration not stated)	1.1%	3.0%	8%	12%	0%	-3%	2.0%	11%	11%
CCOC(=O)c1c(C)c(C)n(Cc2cccc(OC)c2OC)c1C	7.8%	0.0%	-4%	11%	-5%	6%	4.6%	8%	12%
c1ccc(-c2ccccc2-n2cnnn2)cc1	0.6%	1.3%	6%	23%	-9%	-2%	1.9%	13%	9%	NS5 inhibitors pilot replicate=-5.6
CN(C)c1cccc(C(=O)NCCCn2ccc3ccccc32)c1	-0.8%	-0.8%	6%	1%	0%	-1%	5.4%	3%	8%
CC1CCN(c2ccc(C=O)o2)CC1	0.3%	-1.8%	-2%	10%	-13%	-2%	2.7%	23%	4%
O=C(Nc1cnn(Cc2ccc(Cl)c(Cl)c2)c1)C12CC3CC(CC(C3)C1)C2	0.7%	-0.3%	8%	-3%	-10%	-2%	-0.1%	1%	-9%
CN(C)Cc1nc2c(c(=O)[nH]1)C(C)(C)Cc1ccccc1-2	1.1%	0.7%	14%	5%	-3%	4%	0.5%	5%	-9%

Two records picked at random from the list so far:
SMILES	K1F lysis inhibition	HIV fusion peptide	Rac1 GTP hydrolysis	GPR35 antagonists	NS5 inhibitors	Salmonella PhoP GFP	RSV antiviral HEp-2	Large T inhibition	GPR55 antagonists	others
O=c1c2ccccc2oc2nc(C3CCCCC3)n(Cc3ccco3)c(=O)c12	0.2%	-0.4%	10%	-4%	4%	-10%	0.5%	6%	6%
CN(C)c1cccc(C(=O)NCCCn2ccc3ccccc32)c1	-0.8%	-0.8%	6%	1%	0%	-1%	5.4%	3%	8%

Next results.
SMILES	K1F lysis inhibition	HIV fusion peptide	Rac1 GTP hydrolysis	GPR35 antagonists	NS5 inhibitors	Salmonella PhoP GFP	RSV antiviral HEp-2	Large T inhibition	GPR55 antagonists	others
CCOc1ccc(CCNC(=O)C2=C(C)C(=O)OC23CCCCC3)cc1OCC	-0.2%	-0.2%	8%	8%	4%	1%	0.7%	24%	15%
COc1ccc(C(=O)N/C(=C\c2ccco2)C(=O)NC2CCS(=O)(=O)C2)cc1 (configuration not stated)	0.4%	-0.2%	11%	-20%	2%	-6%	0.2%	3%	-15%
CCC(=O)Nc1nonc1-c1nc2ccccc2n1CC(C)C	4.5%	0.3%	6%	15%	-4%	-1%	4.9%	5%	5%
CCN(CC)c1ccc(/C=c2/sc3nnc(-c4ccccc4C)n3c2=O)cc1	5.0%	2.1%	10%	?	?	-18%	2.7%	6%	-3%
Cc1ccc(S(=O)(=O)N2CCCCC2CCNC(=O)C(=O)Nc2ccccc2F)cc1 (configuration not stated)	-0.7%	/	-2%	/	-3%	-1%	2.7%	2%	/
COc1ccccc1N(C)S(=O)(=O)c1ccc(C(=O)Nc2nc(C)c(C(C)=O)s2)cc1	0.6%[50 µM]	/	5%	/	10%	/	2.9%	/	/
NC(=O)c1ccccc1NC(=O)CCCc1ccccc1	0.2%	0.1%	11%	-11%	-7%	-1%	0.6%	5%	56%
COc1ccc(Nc2ncccc2C(=O)O)cc1	0.8%	-1.4%	8%	14%	2%	-32%	-0.3%	3%	-8%
COC(=O)Cc1c(C)c2ccc(OC3CCCCC3=O)cc2oc1=O (configuration not stated)	2.1%[50 µM]	-2.1%	10%	-8%	-2%	-2%	6.9%	5%	7%
CCOc1cc(/C=C2/NC(=O)N(CC(=O)Nc3cccc(C)c3)C2=O)ccc1O	0.1%	0.0%	27%	-3%	2%	0%	10%	13%	6%
COc1cccc(NC(=O)CN(C)CC(=O)Nc2cccc(C(F)(F)F)c2)c1	0.2%	1.0%	11%	-7%	-8%	0%	21%	8%	-8%

High-throughput results: PubChem, several laboratories
